SSB-PriA inh – inhibitors of Klebsiella pneumoniae PriA binding to SSB C-terminal tail, primary screen, biochemical, AlphaScreen; PriA–SSB C-terminal tail interaction (Klebsiella pneumoniae); AlphaScreen SSBct-PriA binding, biotinylated peptide; inhibition, % at 33 µM; 430,000 tested, 0.6% active; AID 1272365, 2023; in the data active means inhibition mostly above about 37%, no sharp cut-off; inactive means mostly below about 20%;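 further: plate controls were negative control peptide for no effect and reference peptide for full effect; strong numbers were not always called active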
* hit, by the source's call; & = joins results of further samples. Some of the compounds tested, so the mix of outcomes need not match the whole.

SMILES	SSB-PriA inh
O=C1CSC(=S)N1CCCCCCN1C(=O)CSC1=S	-13
Cc1csc(CN2CCN(C(=O)Cc3ccc(Cl)cc3)CC2)n1	5
CCOC(=O)c1c(N=Cc2cccc([N+](=O)[O-])c2O)sc(C)c1C	-1
COc1ccc(NC(=O)C(=O)NCC2CCN(Cc3ccco3)CC2)cc1OC	-10&-1
O=C(c1cccs1)N1CCc2ccc(NS(=O)(=O)c3ccc(Cl)cc3)cc21	2
CC(C)c1nnc(NC(=O)CCCOc2ccc(Cl)cc2)s1	-7
Nn1cnc2c(cnn2-c2ccc(F)cc2)c1=O	6
CSc1ccc(NC(=O)COc2ccc(F)cc2)cc1	-5
COc1ccccc1C(=O)NCc1ccc2[nH]c(C)cc2c1	6
COc1ccc(-n2c(O)c(C(C)=NNc3ccccc3)c(=O)[nH]c2=O)cc1	6
CC(C)Cn1c(=O)c2ccc(C(=O)NC(C)C)cc2n2c(=O)n(CC#N)nc12	-18
COCC(=O)NCCn1ncc2c(=O)n(Cc3ccc(F)cc3)cnc21	-10
O=C(Nc1nnc(Cc2cccs2)o1)c1ccc(Cl)cc1	-15
O=C(c1ccc(F)cc1)N1CCN(Cc2nc(C3CC3)cs2)CC1	-7
CCOCC(=O)NCCOc1ccc2nnc(-c3cccc(OC)c3)n2n1	-11
O=C(NCC1(c2cccs2)CCCC1)C1CC1	-3
CC(C)CS(=O)(=O)Nc1ccc2c(c1)CCCN2C(=O)c1cccs1	0
O=C(Nc1ccccc1F)N1CCN(c2ccc3nnc(-c4ccco4)n3n2)CC1	-15
COc1cc(C(=O)Nc2ccc(Br)cc2F)ncn1	3
Cn1c(C2CCN(S(C)(=O)=O)CC2)nn(Cc2cccc3ccccc23)c1=O	-7
O=C(NCCOc1ccc2nnc(-c3ccccc3)n2n1)c1ncc(-c2ccccc2)o1	-8
COc1ccc(NC(=O)CSc2nc(C(F)(F)F)cc(=O)[nH]2)c(OC)c1	-12
CC(C)(C)n1nc2c(c1NC(=O)C(=O)NC1CCCCCC1)CS(=O)(=O)C2	1
COc1cc(C=NNC(=O)CCn2c3ccccc3c3ccccc32)cc(OC)c1OC	-7
CCC(=O)N1CCCc2ccc(NC(=O)Nc3ccc(Cl)cc3)cc21	-18
O=C(NN=C1CC(c2ccccc2)Oc2ccccc21)C1CC1 (stereo not given)	1
O=C(Cc1cccs1)N(CCn1cccn1)c1nc2ccccc2s1	0
O=C(Cc1cn(Cc2ccc(Cl)cc2)c2ccccc12)NC1CC1	-12
CC(=NNc1ccc(C(=O)c2c(C)cc3ccccn23)cc1[N+](=O)[O-])c1ccc(O)cc1	2
O=C(Nc1nncs1)c1ccc(S(=O)(=O)NC2CC2)cc1	-28&0

An excerpt of these results, comma-delimited.
SMILES,SSB-PriA inh
COCC(=O)NCCn1ncc2c(=O)n(Cc3ccc(F)cc3)cnc21,-10
O=C(Nc1nnc(Cc2cccs2)o1)c1ccc(Cl)cc1,-15
O=C(c1ccc(F)cc1)N1CCN(Cc2nc(C3CC3)cs2)CC1,-7
CCOCC(=O)NCCOc1ccc2nnc(-c3cccc(OC)c3)n2n1,-11
O=C(NCC1(c2cccs2)CCCC1)C1CC1,-3
CC(C)CS(=O)(=O)Nc1ccc2c(c1)CCCN2C(=O)c1cccs1,0
O=C(Nc1ccccc1F)N1CCN(c2ccc3nnc(-c4ccco4)n3n2)CC1,-15
COc1cc(C(=O)Nc2ccc(Br)cc2F)ncn1,3
Cn1c(C2CCN(S(C)(=O)=O)CC2)nn(Cc2cccc3ccccc23)c1=O,-7
O=C(NCCOc1ccc2nnc(-c3ccccc3)n2n1)c1ncc(-c2ccccc2)o1,-8
COc1ccc(NC(=O)CSc2nc(C(F)(F)F)cc(=O)[nH]2)c(OC)c1,-12
CC(C)(C)n1nc2c(c1NC(=O)C(=O)NC1CCCCCC1)CS(=O)(=O)C2,1
COc1cc(C=NNC(=O)CCn2c3ccccc3c3ccccc32)cc(OC)c1OC,-7
CCC(=O)N1CCCc2ccc(NC(=O)Nc3ccc(Cl)cc3)cc21,-18
O=C(NN=C1CC(c2ccccc2)Oc2ccccc21)C1CC1 (stereo not given),1
O=C(Cc1cccs1)N(CCn1cccn1)c1nc2ccccc2s1,0

A second format for part of the listing above.
| smiles | SSB-PriA inh |
| --- | --- |
| CC(C)Cn1c(=O)c2ccc(C(=O)NC(C)C)cc2n2c(=O)n(CC#N)nc12 | -18 |
| COCC(=O)NCCn1ncc2c(=O)n(Cc3ccc(F)cc3)cnc21 | -10 |

(further entries)
SMILES	SSB-PriA inh
CC(=NNC(=S)NC1CCCCC1)c1ccc(C#N)cc1	-12
CCOc1cccc2sc(=NC(=O)c3ccc(C)c(C)c3)n(C)c12	-6
COc1ccccc1-n1ncc2c(C(C)C)nnc(SCC(=O)NC(C)C)c21	-16
O=C(NN=Cc1cccs1)c1cccc2cc[nH]c12	-7
COc1ccc(NS(=O)(=O)c2cc([N+](=O)[O-])ccc2NN=Cc2c(C)[nH]c3ccccc23)cc1	15
O=C(O)COc1ccccc1[N+](=O)[O-]	-3
COc1cc(NC(=O)N2CCN(CCn3nc(C)cc3C)CC2)cc(OC)c1OC	5
Cc1ccc([N+](=O)[O-])cc1NC(=O)c1cccn(Cc2c(F)cccc2Cl)c1=O	-4
O=C(NCc1ccccc1Cl)c1cc(-c2ccc(F)cc2)c[nH]1	-6
O=C(CN(c1ccc(Cl)c(C(F)(F)F)c1)S(=O)(=O)c1ccccc1)NN=Cc1cccc2c1OCCO2	0
CCOc1ccc(C=NN(C)c2ccccc2)cc1OC	39*
O=C(CCOc1ccccc1)Nc1ccc(Cc2ccc(NC(=O)CCOc3ccccc3)cc2)cc1	-13
O=C(Cn1nc(-c2ccco2)ccc1=O)Nc1ccccc1-c1cn2ccccc2n1	4
CN(C)S(=O)(=O)c1ccc(C(=O)N2CCCCC(c3ccc(Cl)cc3)C2)cc1 (stereo not given)	-4
O=C(COc1ccc(Cl)cc1)Nc1ccc(Cl)c2ncsc12	-2
Cc1nn(C(=O)c2cccs2)c(C)c1S(=O)(=O)N1CCOCC1	-22
Cc1noc(C2CCCN2C(=O)NCCCc2ccccc2)n1 (stereo not given)	54*
Cc1ccc(C)c2[nH]c(=O)c(CCNC(=S)Nc3ccc(OC(F)F)cc3)cc12	18
CCCN1CCCc2cc(CCNC(=O)C(=O)Nc3ccc(C)c(Cl)c3)ccc21	20
CSc1ccccc1NC(=O)[C@H]1CCCN(c2ccc(-n3cncn3)nn2)C1	-2
COc1ccc(S(=O)(=O)N2CCN(C(c3ccccc3)c3ccccc3)CC2)c(C)c1C	-8&-4
COc1ccc(Cl)cc1C(=O)NCC1CCN(C(=O)c2ccoc2)CC1	-5
Cc1cc(NC(=O)c2cccc(S(C)(=O)=O)c2)n(C)n1	-2
CCOC(=O)c1c(CSc2ccccc2)n(C)c2cc(Br)c(OCC(O)CN3CCOCC3)cc12 (stereo not given)	-11&7
O=C(CC(NCc1ccco1)C(=O)O)Nc1ccc(C(=O)O)cc1 (stereo not given)	-4
Cc1cc(-c2nnc(NC(=O)CSc3ccc(F)cc3)o2)nn1C	4
Cc1ccc(S(=O)(=O)NCc2ccsc2)cc1C	-10
COc1ccc2nc(-c3ccc(OC)c(NC(=O)c4ccc5c(c4)OCO5)c3)cn2n1	-12
Cc1nnsc1C(=O)NN=Cc1cccc(C(F)(F)F)c1	-3
COc1ccc(CC(=O)NC[C@@](O)(c2ccco2)C2CC2)cc1OC	-16
COc1cccc(-c2nnc(NC(=O)c3cccc(C(F)(F)F)c3)o2)c1	9
COCCNC(=O)c1cc(-c2cccs2)nn1C	-3
COc1cc(C(=O)N2CCCCCC2=O)cc(OC)c1OC	6
CCOc1ccccc1NC(=O)CC1Sc2ccccc2NC1=O (stereo not given)	-8
CCOc1ccc(S(=O)(=O)NNc2ccc([N+](=O)[O-])cc2[N+](=O)[O-])cc1	31
O=C(C1CCCC1)N1CCc2ccc(NS(=O)(=O)c3ccc(F)c(Cl)c3)cc21	0
O=C(c1cc(-c2ccccc2)on1)N1Cc2cncnc2C1	-10
COc1ncc(NC(=O)c2cccnc2)cn1	-6
CC(C)S(=O)(=O)c1cccc(-c2nnc(NC(=O)C(C)(C)Oc3ccc(Cl)cc3)o2)c1	-7
O=C(c1cc(=O)c2ccccc2o1)N1CCN(CCn2ccnc2-c2ccccc2)CC1	-16
COc1ccc(Cl)cc1NC(=O)COC(=O)c1cc(C(C)=O)n2ccccc12	3
CSc1ccc(C2NC(=O)NC3=C2C(=O)N(Cc2ccc(F)cc2)C3)cc1 (stereo not given)	-4
COc1ccc(S(=O)(=O)NCC2CCN(Cc3ccccc3)CC2)c(OC)c1	-12
O=C(NN=Cc1ccncc1)c1ccc2c(c1)OCO2	-7
CSc1nnc(C(C)C)c2cnn(-c3ccc(F)cc3)c12	-5
Cc1ccc(C)c(S(=O)(=O)Nc2ccc3c(c2)NC(=O)C(C)(C)CO3)c1	-3
COc1cc(C(=O)NN=C(C)Cn2nc([N+](=O)[O-])cc2C)ccc1O	-3
O=C(Cn1cnc2c(sc3cccc(Cl)c32)c1=O)Nc1ccccc1C(F)(F)F	-4
O=C(Nc1ccc2c(c1)OCO2)N1CCN(c2ccc3nncn3n2)CC1	-5
Cc1cc(C)c2c(c1)sc(=NC(=O)Cc1ccc(C)c(C)c1)n2C	20
CC(=NN=C(N)SC1CC(=O)N(c2ccc(Cl)cc2)C1=O)c1cccs1 (stereo not given)	-5
CCN(CC)S(=O)(=O)c1cccc(N=Nc2c(O)n(C)c(=O)n(C)c2=O)c1	-16
CSc1nn(CC(=O)Nc2ccc(F)c(F)c2)c(N)c1-c1nc(-c2ccc3c(c2)OCO3)no1	3
COc1cc(NC(=O)CSc2nccc(-c3ccc(C)c(C)c3)n2)cc(OC)c1	-13
COc1cc(-c2nc(CSc3nc4ccccc4c(=O)n3C)c(C)o2)cc(OC)c1OC	4
Clc1ccccc1CON=C1CCCc2nonc21	-70
O=S(=O)(c1ccc(Cl)c(C(F)(F)F)c1)N1CCN(Cc2ccccc2)CC1	-26
COc1ccc(-c2ccc(N3CCN(C(=O)c4cc(OC)cc(OC)c4)CC3)nn2)cc1	-5
O=C(CN1CCCC1)NN=Cc1c(O)ccc2ccccc12	8
COc1nccnc1OC1CCN(C(=O)N2CCNC2=O)C1 (stereo not given)	-18
Remaining list, next part
SMILES	SSB-PriA inh
O=C(c1cc(-c2cccs2)[nH]n1)N1CCCCC(c2ccc(F)cc2)C1 (stereo not given)	-9
Cc1nc(CSc2nc3sc(C)c(C)c3c(=O)n2-c2ccccc2)cs1	-5&-4
OCC(CO)(CO)NCC(O)Cn1c2ccc(Cl)cc2c2cc(Cl)ccc21 (stereo not given)	5
N#Cc1ccc(COCC2CCN(Cc3cccc4ccccc34)CC2)cc1	-9
CC1=C(C(=O)Nc2ccccc2)[C@H](c2ccc(Cl)cc2Cl)n2ncnc2N1	-2
FC(F)(F)c1cccc2[nH]ccc12	-3
COc1ccc(S(=O)(=O)NCCn2nc(C)cc2C)cc1Cl	0
Cc1ccc(NC(=O)CSc2nc3c(sc(=S)n3-c3ccccc3C)c(=O)[nH]2)cc1F	-4
COCC(C)(O)CNC(=O)C(=O)Nc1cc(C)ccc1C (stereo not given)	-12
O=C(NN=Cc1cccc(Oc2ccccc2)c1)c1ccccc1Br	9
O=C(N/N=C\c1ccc(Br)cc1)c1ccccc1O	24
O=C(CCc1cccc(OCc2ccccc2)c1)N1CC(S(=O)(=O)C2CCCCC2)C1	8
COC(=O)c1ccc(NC(=O)Cn2c(=O)n(Cc3ccc(Cl)cc3)c(=O)c3ncccc32)cc1	-22
COc1cccc(C(=O)Nc2ccc(Cl)c3ncsc23)c1OC	2
COC(=O)c1ccc(C(=O)OC)c(NC(=O)CN2CCOCC2)c1	-13
O=C(Cc1csc(Nc2ccccc2)n1)NCc1cccs1	4
COc1ccc(-c2ccc(=O)n(CCNC(=O)Nc3cc(C)cc(C)c3)n2)cc1OC	-8
CCc1ccc(/C=N\Nc2ncnc3nc[nH]c23)cc1	13
COCCCNC(=O)C(=O)Nc1cccc(F)c1	-1
CCSc1nnc(NC(=O)c2cc3ccccc3c(=O)o2)s1	-12
O=C1NCCC1Cc1ccccc1 (stereo not given)	-9
Cc1oc2c(c1C(=O)NCCN1CCOCC1)C(=O)c1ccccc1C2=O	14
Cc1ccc(N2CC(C(=O)NN=Cc3cccc([N+](=O)[O-])c3)CC2=O)cc1 (stereo not given)	-6
COc1ccc(-c2nnc([C@H]3CCCN(S(=O)(=O)c4ccc(OC)cc4)C3)s2)cc1	-18
CCOc1ccc(-c2ccc(=O)n(CC(=O)N3CCOCC3)n2)cc1	-1
Cc1cccc(NC(=O)Cn2c(=O)n(-c3ccc(CC(=O)NC4CC4)cc3)c(=O)c3ccccc32)c1C	-3
Cc1ccc(C=NNC(=S)NC2CCCCC2)o1	1
Cc1cc(C)c(C#N)c(SCC(=O)NCc2ccco2)n1	11
COc1ccccc1CCNC(=O)C1CCN(c2cc(C3CC3)ncn2)CC1	-1
COc1ccc(CC(=O)Nc2ccc3c(c2)NC(=O)C(C)(C)CO3)cc1	22
O=C(OC1CN(c2nc3ccc(F)cc3s2)C1)c1cccc(N2C(=O)CCC2=O)c1	-16
O=C(Nc1ccc(F)c(C(F)(F)F)c1)c1ccc(=O)n(Cc2ccccc2F)c1	-1
COc1cccc(CCNC(=O)Cc2csc(NC(=O)c3ccccc3)n2)c1	-1
O=C(Cc1ccc(NC(=O)c2ccco2)cc1)NCc1cccs1	-7
COc1cc(/C=N\Nc2ncnc3nc[nH]c23)cc(OC)c1OC	-14
O=C(NCc1cccnc1-c1cccs1)c1ccc2ncsc2c1	-10
COc1ccc(-c2nc3scc(CCNS(=O)(=O)c4c(C)noc4C)n3n2)cc1OC	15&6
COc1ccc(S(=O)(=O)N=C2C=C(Nc3ccc(O)cc3)C(=O)c3ccccc32)cc1	40*
CN(C)S(=O)(=O)N1CCC(c2nnc(-c3ccc(F)cc3)o2)CC1	-22
CCNC(=O)C1CCN(c2cc(SCC(=O)Nc3cccc(C(F)(F)F)c3)ncn2)CC1	-17
CC(C)CCCC(C)C1CCC2C3CC=C4CC(O)CCC4(C)C3CCC12C (stereo not given)	-10
O=C(Nc1cccc(-c2cn3cccnc3n2)c1)c1cccc(Br)c1	-5
CCOc1ccc(C)cc1S(=O)(=O)NCC1CCN(Cc2cccs2)CC1	-8
Cn1ccnc1S(=O)(=O)C1CNC1	-14

Screening results deposited in PubChem by Small Molecule Screening Facility, UW Madison.
